rTrxR1 inhibitor – qHTS Assay for Inhibitors of Mammalian Selenoprotein Thioredoxin Reductase 1 (TrxR1): qHTS; Thioredoxin reductase 1, cytoplasmic (Rattus norvegicus), O89049; recombinant rTrxR1, NADPH fluorescence consumption, selenite substrate; Potency, µM (series often up to 114 µM), for the others: top-dose activity change, negative = inhibition, usual class: inhibitors; hit rate 1% among 390,000; further: potency means the concentration at half of the fitted maximal effect; on the % scale 0 is the no-effect control and ±100 the full control effect; nearly all actives have a fitted effect of over 65% in size
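Rat TrxR1 (90 nM in the dispensed reagent) was pre-reduced with 400 uM NADPH for 5 min at room temperature, then incubated with compound for 15 min. After 400 uM selenite was added, NADPH fluorescence (Ex 340/Em 450 nm) was followed for 8 min.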
TRHR enhancer – qHTS for Small Molecule Agonists and Allosteric Enhancers of Human TRH Receptor: Primary Screen for Enhancers; Thyrotropin-releasing hormone receptor (Homo sapiens), P34981; TRHR cells, fluo-8 calcium fluorescence, EC20 TRH enhancement; enhancement, % at 2 µM; hit rate 0.66% among 360,000; AID 493056, 2011; in the data active means enhancement above about 30%; further: 0% is about no effect
Target sequence (P34981 whole entry, looked up): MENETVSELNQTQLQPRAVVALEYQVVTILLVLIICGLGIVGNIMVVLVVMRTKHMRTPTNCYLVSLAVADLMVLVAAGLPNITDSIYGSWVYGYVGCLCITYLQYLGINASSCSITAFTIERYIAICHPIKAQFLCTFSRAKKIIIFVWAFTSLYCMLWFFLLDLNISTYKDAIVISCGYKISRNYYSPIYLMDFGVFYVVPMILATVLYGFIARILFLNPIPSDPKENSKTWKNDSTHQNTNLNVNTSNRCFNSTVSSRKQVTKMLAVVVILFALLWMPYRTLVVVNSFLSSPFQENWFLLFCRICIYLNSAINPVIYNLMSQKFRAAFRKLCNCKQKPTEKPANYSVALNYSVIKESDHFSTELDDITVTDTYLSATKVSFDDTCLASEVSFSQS
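Enhancer read-out: after compound pinning and an initial kinetic agonist-mode read, an EC20 of TRH (10 nM final) was injected and fluo-8 calcium signal (Ex 480/Em 530) followed at 1 s/cycle for 100 cycles in TRHR-expressing cells.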
IDH1 R132H inh – qHTS for Inhibitors of mutant isocitrate dehydrogenase 1 (IDH1): qHTS; hit rate 0.093% among 390,000; IDH1-R132H enzyme, NADPH consumption, diaphorase/resazurin fluorescence; Potency, µM (top dose mostly 76.6 µM), for the others: at the highest dose activity change, negative = inhibition, actives largely listed as inhibitors; Isocitrate dehydrogenase [NADP] cytoplasmic (Homo sapiens), O75874; AID 602179, 2012; further: potency means the concentration at half of the fitted maximal effect; on the % scale 0 is the no-effect control and ±100 the full control effect; nearly all actives have a fitted effect of over 65% in size
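IDH1-R132H (0.5 ug/mL) preincubated 30 min with compound, then NADPH (0.016 mM) and alpha-KG (2 mM) added; 80 min at RT, pH 7.5. Remaining NADPH coupled via diaphorase/resazurin to fluorescence (540/590 nm); concentration-response curves normalized to no-enzyme control.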
PI4K2A inh – qHTS for small molecular inhibitors of PI4K2A. Phosphatidylinositol 4-kinase type 2-alpha (Homo sapiens), Q9BTU6. purified PI4K2A, ADP-Glo luminescence, 1 h; stronger effect = lower value. activity change, negative = inhibition, % at 76.9 µM. hit rate 0.13% among 420,000. AID 1346378, 2018; in the data active means activity change below about -50%; inconclusive means mostly about -30% to -49%;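 further: -100% = wells without enzyme as full effect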
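In this quantitative HTS, ADP production by PI4K2A was quantified luminescently after 1 h at ambient temperature; 100 microM adenosine served as plate-quality control.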
USP1 inh – Inhibitors of USP1/UAF1: Primary Screen; Ubiquitin carboxyl-terminal hydrolase 1 (Homo sapiens), O94782; recombinant USP1/UAF1, Ub-Rhodamine cleavage fluorescence; Potency, µM (series often up to 57.1 µM), without a hit: top-dose activity change, negative = inhibition, actives largely listed as inhibitors; hit rate 0.23% among 390,000; further: potency means the concentration at half of the fitted maximal effect; on the % scale 0 is the no-effect control and ±100 the full control effect; nearly all actives have a fitted effect of over 60% in size; inactives centre near -12
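Step one: compound is pinned into 1nM USP1/UAF1 in HEPES pH 7.8 buffer with TCEP. Step two: 15 min room-temperature incubation. Step three: Ub-Rho (150nM final) starts cleavage, tracked by fluorescence over six one-minute reads.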
D2 antagonist – HTS Assay for Allosteric Antagonists of the Human D2 Dopamine Receptor: Primary Screen for Antagonists; AID 485344, 2010; inhibition, % at 10 µM; hit rate 2% among 340,000; HEK293 TREx D2 cells, calcium flux, dopamine EC80; in the data active means inhibition above about 30%; further: 0% is about no effect
Target sequence (P14416 whole entry, looked up): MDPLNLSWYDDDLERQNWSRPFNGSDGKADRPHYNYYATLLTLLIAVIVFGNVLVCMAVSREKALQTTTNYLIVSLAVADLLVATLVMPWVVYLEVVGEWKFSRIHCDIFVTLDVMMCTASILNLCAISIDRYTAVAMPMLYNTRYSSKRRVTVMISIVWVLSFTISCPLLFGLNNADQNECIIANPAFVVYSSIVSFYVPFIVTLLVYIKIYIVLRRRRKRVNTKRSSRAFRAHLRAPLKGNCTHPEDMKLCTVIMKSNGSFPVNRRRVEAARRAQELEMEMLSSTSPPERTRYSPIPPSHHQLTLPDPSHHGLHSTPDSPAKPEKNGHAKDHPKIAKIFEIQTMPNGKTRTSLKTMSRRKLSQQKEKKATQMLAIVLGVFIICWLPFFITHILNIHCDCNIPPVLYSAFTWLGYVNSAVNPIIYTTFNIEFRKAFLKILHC
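Dopamine at EC80 is the agonist stimulus; test compounds precede it by 180 s. Calcium flux read kinetically in a force-coupled, inducible HEK293 T-REx D2 cell line.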
TrxR1 substrate – qHTS Assay for Substrates of Mammalian Selenoprotein Thioredoxin Reductase 1 (TrxR1): qHTS; Potency, µM (doses to about 114 µM), for inactives: at the top dose activity change, negative = substrate turnover; purified TrxR1 substrate turnover, NADPH consumption readout; hit rate 0.01% among 390,000; further: potency means the concentration at half of the fitted maximal effect; on the % scale 0 is the no-effect control and ±100 the full control effect; nearly all actives have a fitted effect of over 50% in size
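Rat TrxR1, dispensed at 90 nM, was prereduced with 400 uM NADPH (final) for 5 min at ~22 deg C, then incubated with compound 15 min before 400 uM selenite. A first-read NADPH fluorescence drop versus no-compound background flagged substrates.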
TRHR agonist – qHTS for Small Molecule Agonists and Allosteric Enhancers of Human TRH Receptor: Primary Screen for Agonists. hit rate 0.18% among 360,000. activation, % at 2 µM. TRHR cells, calcium flux fluo-8, FDSS agonist mode. AID 493084, 2011. Thyrotropin-releasing hormone receptor (Homo sapiens), P34981; in the data active means activation above about 30%; further: 0% is about no effect
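Read-out: compound-evoked intracellular calcium rise in TRHR cells, fluo-8 dye, kinetic FDSS fluorescence at 1 s/cycle following a 10-cycle baseline. Cells cultured overnight before dye loading (30 min–1.5 h, RT).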
D2 ag – HTS Assay for Allosteric Agonists of the Human D2 Dopamine Receptor: Primary Screen for Agonists | D(2) dopamine receptor (Homo sapiens), P14416 | HEK293 T-REx D2 cells, calcium flux agonist mode | activation, % at 2 µM | hit rate 0.53% among 340,000;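 active means activation over 3 SD above normal in the single-dose calcium agonist read, cut at about 30% in these data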; further: 0% is about no effect
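HEK293 Trex D2 cells, tetracycline-induced, o/n 30 C 5% CO2; no-wash Ca dye, RT 30–90 min; 10-cycle baseline, 23 nl cpd added, kinetic Ca read 180 s; agonist hits = positive Ca response.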
Starred values were filed as active, the others as inactive; ? = inconclusive; . = no result given; [ ] = another dose, or the depositor's remark. Unless noted, the call rests on the fitted dose curve; in most records, active means well fitted inhibition curve with a large enough effect; inconclusive means small, poorly fitted or top-dose-only effect; inactive means no such curve, though single readings can be large or run the other way.

| SMILES | D2 ag | USP1 inh | rTrxR1 inhibitor | TrxR1 substrate | D2 antagonist | TRHR agonist | PI4K2A inh | TRHR enhancer | IDH1 R132H inh |
| --- | --- | --- | --- | --- | --- | --- | --- | --- | --- |
| COCCn1c(SCC(=O)Nc2cccc(C)c2C)nc2c(oc3ccccc32)c1=O | -0.4 | -22% | 18% | 5% | . | 0.2 | -66* | -10 | 0% |
| CCn1c(CNc2nc3ccccc3n2C(C)C)nc2ccccc21 | -0.6 | -10% | 16%[57.1 µM] | -11% | 8 | 0.5 | 2 | 19 | 0% |
| CC(NC(=O)C(C)(C)C)C(c1cccs1)N1CCN(Cc2ccccc2)CC1 (stereo unspecified) | -0.1 | 10% | 2% | -3% | -8 | 0.1 | -9 | -4 | -5% |
| COc1cc(C2C(C(=O)c3ccc(C)o3)=C(O)C(=O)N2CCN2CCOCC2)ccc1OCCC(C)C (stereo unspecified) | -0.7 | -21% | ? | -6% | -6 | -0.1 | 2 | -3 | 1% |
| CCOC(=O)c1nnn(CC(=O)NC(=O)Nc2ccccc2)c1C(=O)OCC | 0.2 | 3% | 0% | -5% | 2 | -0.8 | -1 | 6 | 2% |
| O=C(COC(=O)COc1ccc(Br)cc1)NCCC1=CCCCC1 | 0.4 | -13% | 13%[57.1 µM] | -10%[57.1 µM] | 2 | -0.2 | 2 | -5 | 4% |
| COC(=O)c1ccc(Cn2cnc3c(cnn3-c3ccc(C)c(C)c3)c2=O)o1 | -0.8 | -22% | 20% | 16% | -8 | -0.1 | -4 | 9 | 0% |
| CCC(C)NC(=O)CCS(=O)(=O)c1ccc2c(c1)n(C)c(=O)c(=O)n2C (stereo unspecified) | -3.2 | -19% | -17% | -3% | 8 | -0.4 | -1 | 27 | 2% |
| COc1ccc(-c2csc(NC(=O)c3ccccc3NS(=O)(=O)c3ccc(C)cc3)n2)cc1 | 1.2 | -17% | 17% | 20% | 5 | 0.2 | 2 | -7 | -5% |
| CCc1ccc(CN(C)CCc2ccccn2)cc1 | 0.9 | -12% | 10% | 0% | -3 | -1.6 | 12 | -5 | 10% |
| Oc1c(Br)cc(Br)c(/C=N/n2c(-c3ccccc3)n[nH]c2=S)c1Br | -0.9 | ? | -36% | -1% | 6 | -0.3 | -1 | 10 | -20% |
| CCCOC(=O)c1cc(-c2ccc(C=O)o2)ccc1Cl | -1.7 | -8% | 18% | 10% | 31* | -0.4 | -7 | -8 | 0% |
| CCc1nc2ccccc2n1CCc1ccccc1 | 0.0 | 1% | 30%[57.1 µM] | 10%[57.1 µM] | 15 | -0.3 | 6 | -1 | 14% |
| COc1cccc(C(=O)Nc2nnc(C3CCCO3)s2)c1 (stereo unspecified) | 0.3 | 3% | -14% | -9% | -12 | 0.2 | 2 | -8 | 7% |
| COc1ccc(N2CC(C(=O)Nc3ccccc3C(=O)NC3CC3)CC2=O)cc1 (stereo unspecified) | -0.4 | -21% | -7%[57.1 µM] | -3%[57.1 µM] | -9 | 0.0 | -2 | 3 | 5% |
| CN(C)c1ccc(C(=O)Nc2ccc(S(=O)(=O)Nc3nccs3)cc2)cc1 | -0.7 | -14% | -13% | 4% | 5 | 0.1 | -10 | -2 | -3% |
| CC(C)CC(=O)NCc1nc2cccnc2n1Cc1ccccc1 | 0.6 | -19% | 29%[57.1 µM] | 9%[57.1 µM] | . | 0.2 | -1 | 14 | 6% |
| CC(=O)c1ccc(NC(=O)Nc2sc3nc4n(c(=O)c3c2C)CCC(C)CC4)cc1 (stereo unspecified) | -0.4 | -24% | 16% | 0% | . | -0.2 | -3 | 4 | -7% |
| Cc1cccc(Nc2nc(N)nc(N)c2S(=O)(=O)c2ccccc2)c1 | . | -34% | 5% | -6% | . | -1.5 | -7 | 5 | 2% |
| CC(NC(=O)CSc1nc2c(c(C(F)(F)F)n1)CCc1ccccc1-2)c1ccccc1 (stereo unspecified) | 0.0 | -1% | 5% | -2% | 8 | 0.5 | -13 | -5 | 0% |
| COc1cc(/C=C/C(=O)O)ccc1OS(=O)(=O)c1c(C)c(C)cc(C)c1C | 0.2 | -9% | 9% | 2% | -33 | -0.1 | 1 | 0 | 34%[activator] |
| Cc1cccc(NC(=O)CCn2nc(C)c3c(C)n(-c4ccccc4)nc3c2=O)c1C | -0.2 | 3% | 36%[activator] | 3% | . | -0.4 | 1 | 4 | -29% |
| Cc1ccc(P(=O)(O)c2ccc(C)cc2)cc1 | -0.1 | -3% | 9%[57.1 µM] | -1%[57.1 µM] | 2 | 0.1 | -10 | 0 | 2% |
| C=CCN(c1ccccc1)S(=O)(=O)c1cccc(C(=O)Nc2cc(C)ccn2)c1 | 0.6 | -25% | -3% | -16% | 8 | 0.2 | -3 | -3 | 5% |
| C/C=C(\C)C(=O)Nc1cccc(C2=NOC3(C2)C[C@@H](C(N)=O)N(C(=O)c2ccccc2C(=O)c2ccccc2)C3)c1 (stereo partly specified) | 0.1 | -24% | -5% | 0% | -9 | -0.3 | -1 | -5 | -1%[38.3 µM] |
| CC(=O)Nc1ccc(/C=N/NC(=O)CNS(=O)(=O)c2ccccc2)cc1 | 1.2 | ? | 6%[57.1 µM] | 7%[57.1 µM] | 7 | 0.3 | 0 | 4 | 15% |
| CCC(C)(C)NC(=O)C(c1ccc(OC)cc1)N(C(=O)CCC(=O)Nc1cc(C)on1)c1ccc2c(c1)OCCO2 (stereo unspecified) | -0.3 | -17% | 16%[57.1 µM] | 6%[0.0914 µM] | -3 | -1.0 | 0 | 9 | -5% |
| CCn1c2ccccc2c2nc3cc(C(=O)O)ccc3nc21 | -0.4 | -12% | 9%[57.1 µM] | 4%[57.1 µM] | 2 | 2.5 | -1 | -2 | 11% |
| Cc1noc(C)c1CSc1ncnc2ccccc12 | -1.1 | -2% | 6% | -2% | 1 | -0.4 | -2 | 2 | 2% |
| CCc1cc2c(N3CCCCC3)ncnc2s1 | -1.0 | -22% | -6% | -5% | 2 | -0.6 | -8 | 4 | 5% |
| COc1ccc(S(=O)(=O)N2CCN(c3ccc(F)cc3)CC2)cc1OC | -0.5 | -8% | 29% | 0% | 1 | -0.2 | 2 | 7 | 3% |
| CC(=O)c1ccccc1NS(=O)(=O)c1ccccc1Cl | -2.0 | -12% | 6%[57.1 µM] | 8%[57.1 µM] | 2 | -0.2 | 1 | -3 | 1% |
| COc1ccccc1CNCC(O)(c1ccc(F)cc1)c1ccc(F)cc1 | . | -21% | 21% | 0% | -12 | 1.1 | -2 | -8 | 10% |
| O=C(O)CCC(=O)Nc1cccc(-c2nc3ccccc3o2)c1 | 1.8 | -15% | 7%[57.1 µM] | 0%[57.1 µM] | -16 | 0.4 | 2 | 15 | 5% |
| Cc1ccnc(NC(=O)C2CCN(S(=O)(=O)c3cccc4nonc34)CC2)c1 | -0.4 | -8% | 4%[57.1 µM] | 8%[57.1 µM] | -5 | -1.1 | -2 | -1 | -1% |
| CC(C)N(C(=S)Nc1cc(S(=O)(=O)N2CCOCC2)ccc1Cl)c1ccccc1 | 0.8 | -8% | ? | -7% | 10 | -0.3 | -1 | 4 | 5% |
| CC(=O)NCCC1CCN(C(=O)C2CCC(=O)N(C3CCCC3)C2)CC1 (stereo unspecified) | -0.4 | -9% | 4% | -7% | 7 | 0.8 | 1 | 0 | -3% |
| Cc1cccc(N(CC(=O)NCCSCc2ccccc2)S(C)(=O)=O)c1 | -1.2 | -13% | 6%[57.1 µM] | -4%[57.1 µM] | 3 | -0.4 | 6 | -2 | 13% |
| COc1cc(CN(C)Cc2ccccc2)cc(OC)c1O | 0.3 | -13% | ? | 2% | 3 | 0.2 | 0 | 3 | 3% |
| Cc1cccc(N2CCN(S(=O)(=O)c3ccc(-c4coc(C)n4)cc3)CC2C)c1 (stereo unspecified) | -0.8 | -11% | 13% | 4% | -7 | -0.2 | 5 | 8 | -12% |
| C=CCOn1c(=O)c(-c2ccc(C)cc2)[n+]([O-])c2ccccc21 | -0.2 | -6% | 5%[57.1 µM] | 5%[57.1 µM] | 6 | -0.5 | 2 | 0 | 6% |
| Cc1ccc(C)c(NC(=O)CSc2ccc3nc(-c4ccccc4)cn3n2)c1 | -0.3 | -25% | -11%[57.1 µM] | 5%[57.1 µM] | . | -0.4 | -2 | 2 | -9% |
| CC(C)CN(C(=O)COC(=O)CSc1ccc([N+](=O)[O-])cc1)C1CCS(=O)(=O)C1 (stereo unspecified) | 0.2 | -16% | -3% | 1% | -1 | -0.2 | -8 | -1 | 4% |
| Cc1ccc(C(=O)n2c(N)nc3ccccc32)cc1 | -0.7 | -22% | 20% | 8% | -6 | -1.0 | -17 | 0 | 3% |
| COc1ccc(/C=C/C(=O)OCc2nc3ccccc3c(=O)[nH]2)c(OC)c1 | . | -5% | 19% | 4% | . | -0.1 | -3 | 0 | 0% |
| CN=C1SC(CC(=O)Nc2ccccc2F)C(=O)N1C (stereo unspecified) | . | ? | 46%[activator] | 12% | . | 1.2 | -4 | -1 | 10% |
| Cc1cccc(Cn2nnc3ccccc32)c1O | -0.4 | -16% | -4% | -7% | -4 | -0.4 | 0 | -4 | -1% |
| O=C(N/N=C1\CC(c2ccccc2)Oc2ccccc21)c1cccnc1 (stereo unspecified) | . | -9% | 2%[57.1 µM] | 43% | . | 0.1 | 1 | -3 | -2% |
| Nc1nonc1C(=O)NCCNC(=O)c1cccs1 | 0.2 | -9% | 14% | 6% | -11 | 0.4 | 0 | 3 | -8% |
